# Assay outcomes (PubChem BioAssay)
# TbMetRS inhib: blocks T. brucei methionyl-tRNA synthetase activity | inhibition, % at 11.9 µM | purified T. brucei MetRS, ATP depletion, Kinase-Glo luminescence | AID 624268 | 0.4% of 360,000 active;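 active = inhibition above a per-plate cutoff of the control wells' mean inhibition plus 3 SD, cut at about 5.5% in these data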;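 also: 0% = DMSO wells median and 100% = median of wells with control inhibitor compound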
#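 Material – parasite MetRS enzyme · Medium – HEPES-MgCl2-KCl buffer plus DTT, spermine, BSA, pyrophosphatase · Reagent – ATP, methionine and E. coli bulk tRNA substrates · Times – 15 min enzyme-compound preincubation, 2 h reaction, 10 min detection, 25 °C · Measured by – luminescence of leftover ATP · Evaluation – percent inhibition relative to median high and low control wells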
# DNMT1 inh: DNMT1 (human) enzyme inhibition; DNMT1 molecular beacon, Hinp1I cleavage, fluorescence; AID 588458; 0.83% of 360,000 active; inhibition (reported as % activation of signal), % at 10 µM; in the data active = inhibition above about 50%
# NRP1-CendR mod: alters CendR peptide binding to human NRP-1 | O14786 | FAM-RPARPAR peptide binding to NRP-1, fluorescence polarization | inhibition, % at 25 µM | 0.85% of 360,000 active | AID 602438;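 active = inhibition or corrected inhibition above about 18%, plus a signal ratio from 0.5 to 1.5, limit read from the data, passing the limit was not always enough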; also: strong numbers were not always called active
# Target sequence (O14786 whole entry, looked up): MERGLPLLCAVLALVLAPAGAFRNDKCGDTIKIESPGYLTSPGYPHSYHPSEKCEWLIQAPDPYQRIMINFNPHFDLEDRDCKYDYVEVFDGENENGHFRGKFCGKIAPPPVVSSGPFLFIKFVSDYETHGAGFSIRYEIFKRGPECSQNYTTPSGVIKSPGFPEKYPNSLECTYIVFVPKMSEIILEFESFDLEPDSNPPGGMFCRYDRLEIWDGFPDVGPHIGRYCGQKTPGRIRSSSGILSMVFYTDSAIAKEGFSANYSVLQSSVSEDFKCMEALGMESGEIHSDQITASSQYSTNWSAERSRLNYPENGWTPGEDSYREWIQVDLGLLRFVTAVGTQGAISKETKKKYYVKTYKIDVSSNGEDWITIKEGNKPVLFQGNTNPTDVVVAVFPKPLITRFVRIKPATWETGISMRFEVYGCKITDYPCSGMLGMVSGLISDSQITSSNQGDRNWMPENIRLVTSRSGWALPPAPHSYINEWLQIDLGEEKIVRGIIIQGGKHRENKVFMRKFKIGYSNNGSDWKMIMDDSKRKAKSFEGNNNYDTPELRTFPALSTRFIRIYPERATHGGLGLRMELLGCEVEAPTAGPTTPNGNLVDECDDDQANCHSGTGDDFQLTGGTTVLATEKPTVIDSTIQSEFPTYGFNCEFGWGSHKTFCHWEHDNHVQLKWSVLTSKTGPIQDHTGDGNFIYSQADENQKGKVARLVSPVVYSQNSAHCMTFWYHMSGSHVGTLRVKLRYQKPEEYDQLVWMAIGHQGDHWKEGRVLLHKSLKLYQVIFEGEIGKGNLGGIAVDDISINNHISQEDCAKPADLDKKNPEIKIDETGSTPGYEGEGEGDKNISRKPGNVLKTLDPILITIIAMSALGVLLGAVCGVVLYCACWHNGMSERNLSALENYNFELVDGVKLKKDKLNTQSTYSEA
# Neddyl block: inhibitors of human cullin neddylation. calls only at 25 µM. TR-FRET cullin neddylation, biochemical. 0.58% of 360,000 active; in the data active = inhibition above about 36%
# SUMO1-SIM PPI: SUMO1-SIM interaction modulation | SUMO1 binding to a labelled peptide, TR-FRET, 1 h | inhibition, % at 20 µM | P63165 | 0.33% of 360,000 active; in the data active = inhibition above about 37%
# Target sequence (P63165 whole entry, looked up): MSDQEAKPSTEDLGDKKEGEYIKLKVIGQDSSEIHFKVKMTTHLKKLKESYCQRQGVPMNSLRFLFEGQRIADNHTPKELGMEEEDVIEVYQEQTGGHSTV
# SKN-1 inh: blocks SKN-1 activity in C. elegans; C. elegans VP596 Pgst-4::GFP/RFP ratio, acrylamide-induced, 24 h; inhibition, % at 21.8 µM; 0.49% of 360,000 active; AID 624304;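 active = interference check ratio from 0.5 to 1.5 plus GFP to RFP signal ratio inhibition reaching or exceeding a fixed threshold, cut at about 30% in these data, passing the limit was not always enough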; also: some compounds called inactive have numbers as strong as hits
# NadD inh: blocks S. aureus nicotinate mononucleotide adenylyltransferase | purified NadD enzyme, colorimetric absorbance read-out | inhibition, % at 20 µM | 0.78% of 360,000 active; in the data active = inhibition above about 26%; also: some compounds past the cut are filed as inactive
# LMPTP inh: blocks human LMPTP phosphatase. inhibition, % at 20 µM. recombinant LMPTP-A, OMFP fluorogenic substrate, fluorescence intensity. 0.22% of 360,000 active;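 active = compounds that cut the enzyme signal by at least half of the control window in the single-dose screen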;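 also: plate controls were DMSO wells with enzyme plus substrate for no effect and substrate without enzyme for full effect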
#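 Test system – LMPTP-A enzyme · Amount – LMPTP-A at 0.625 nM final in the reaction · Buffer or medium – Bis-Tris pH 6.0, DTT, detergent · Reagent – OMFP 400 µM · Doses – single 20 µM dose · Schedule – reaction 50 min, room temperature, dark · Detection – fluorescence intensity of OMFP turnover product · Evaluation – percent inhibition versus substrate-only and uninhibited controls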
# Scp-1 inhibitor: Scp-1 (human) phosphatase inhibition; 0.88% of 340,000 active; Q9GZU7; Recombinant Scp1, phosphopeptide, malachite green phosphate absorbance; inhibition, % at 20 µM;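 active = inhibition above about 50% at 20 µM, limit read from the data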;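 also: plate controls were DMSO wells with enzyme for no effect and wells lacking enzyme for full effect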
#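 Test system – truncated SCP-1 phosphatase (76-261aa) · Reagent – Phosphorylated 17-residue peptide substrate · Incubation – 45 min room-temperature reaction, 5 min colour, 30 min stabiliser · Detection – colorimetric phosphate reagent with accelerator and stabiliser, absorbance at 630 nm · Measure – % inhibition at 20 µM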
# STEP inh: blocks human striatal-enriched tyrosine phosphatase. recombinant STEP, OMFP fluorogenic substrate, fluorescence. 0.25% of 360,000 active. AID 588621. inhibition, % at 20 µM. P54829;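 active = inhibition at 20 µM, scaled per plate between control wells, above about 37%, limit read from the data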;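 also: 0% = DMSO with enzyme and substrate and 100% = substrate only without enzyme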
#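 Also added – OMFP at 25 µM · Test system – STEP tyrosine phosphatase · Technique – FITC-channel fluorescence of OMFP product · Schedule – 20 min at room temperature, dark · Evaluation – control-normalized % inhibition with plate pattern correction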
# Numbers without * were called inactive; i = inactive; x = no result given; & = joins results of further samples. Compounds as they come, and some 4.6% of all compounds hit somewhere here.
# Results follow in this order: TbMetRS inhib	DNMT1 inh	NRP1-CendR mod	Neddyl block	SUMO1-SIM PPI	SKN-1 inh	NadD inh	LMPTP inh	Scp-1 inhibitor	STEP inh
O=C(COC(=O)c1ccncc1)Nc1cccc(Cl)c1
  -1.6	-14	-20	i	-2	-22	8	-0.4	-14	-1
COC(=O)c1cc(C(=O)OC)n(Cc2ccc(Br)cc2)n1
  0.2	-5	32*	i	0	17	-16	-1.2	-9	-1
CCNC(=S)N1CCn2c(nc3ccccc32)C1
  -0.3	0	8	i	2	2	-2	-1.5	-6	-1
CCCCn1c(N)c(N(CCOC)C(=O)COC(=O)C(C)Oc2ccc(Cl)cc2)c(=O)[nH]c1=O (centres undefined)
  -0.1	1	-3	i	2	2	1	-1.4	4	-2
CN(Cc1cn(C)nc1-c1ccccc1F)CC1CCN(Cc2ccccc2)CC1
  -0.7	0	-10	i	-2	-5	-6	-2.2	-14	-1
Cc1csc(=O)n1CC(=O)Nc1ccc(Cl)cc1F
  -0.4	2	4	i	2	0	6	0.3	-1	1
O=C(COc1ccc(S(=O)(=O)Nc2ccccc2)cc1)NCc1ccncc1
  -0.3	-2	5	i	-2	6	-5	-1.1	-13	-2
Cc1nn(-c2cccc(Cl)c2)nc1C(=O)Nc1cccc(C(=O)NC2CC2)c1
  -0.5	-13	5	i	-6	12	-1	1.9	-5	-2
Cc1ccc(S(=O)(=O)Cn2nnnc2C(C(C)C)N2CCC(C(N)=O)CC2)cc1 (centres undefined)
  -0.2	1	8	i	4	5	-3	0.0	-7	-5
COc1ccc(C)cc1NC(=O)CN(c1ccccc1F)S(C)(=O)=O
  -1.2	3	3	i	-2	-31	-5	0.6	-9	2
COCCn1cnc2c1c(=O)n(CC(=O)c1ccc3c(c1)OCCO3)c(=O)n2Cc1ccccc1
  -1.5	-4	-3	i	-2	-15	-3	1.1	-10	-3
COC(=O)[C@]1(Cc2ccccc2)N[C@H](CN(C)C(=O)Nc2ccc(C)cc2)[C@@H]2C(=O)N(C)C(=O)[C@@H]21
  -1.7	6	4	i	3	-5	-4	-3.0	-11	5
COC(=O)c1ccc(N2C(=O)CC(N(C)Cc3ccccc3)C2=O)cc1 (centres undefined)
  -0.3	-1	-6	i	-4	-6	-7	-0.3	6	4
COc1ccc(C2=CSC3=NCCN23)cc1F
  -1.9	-1	6	i	-1	-1	0	2.7	0	-1
C(=C\c1nc(-c2ccncc2)no1)/c1ccccc1
  2.9	-3	-6	i	-29	79*	-1	0.0	-7	-2
CCOC(=O)C(CCCP(=O)(c1ccccc1)c1ccccc1)(NC(C)=O)C(=O)OCC
  0.1	2	-3	i	2	7	3	-2.1	1	2
COc1cc(C2C(C(=O)c3ccco3)=C(O)C(=O)N2c2cc(C)on2)cc(Br)c1O (centres undefined)
  -0.1	3	1	i	-12	1	3	-0.4	-10	2
O=C(CC1SC(=Nc2ccccc2)N(CCCO)C1=O)Nc1ccc(Cl)cc1 (centres undefined)
  14*	-4	8	i	0	14	-7	1.0	-2	0
CCN(C(=O)COC(=O)CCOc1cc(C)ccc1C)c1c(N)n(Cc2ccccc2)c(=O)[nH]c1=O
  -0.2	-5	-1	i	7	7	4	-0.9	-1	-1
O=S(=O)(NCc1csc(-c2cccnc2)n1)c1ccc(Br)cc1
  -0.2	-1	-6	i	2	5	-1	0.5	-8	-3
CC[C@@]1(c2ccccc2OC)ON(c2ccccc2C(F)(F)F)C1=O
  -0.3	0	4	i	5	-2	-6	1.5	-18	3
CC1(C)CC(=O)C/C(=N/NC(=O)c2ccc(-c3ccccc3)cc2)C1
  -0.1	-8	-29	i	0	7	5	-1.0	-1	0
O=C(CN1C(=O)NC2(CCCC2)C1=O)Nc1ccc(F)c(Cl)c1
  0.6	2	-1	i	6	7	0	-1.2	4	-2
COc1cc(CNCCc2ccc(S(N)(=O)=O)cc2)ccc1OCC(=O)NC(C)(C)C
  -0.6	5	-5	i	-1	6	-9	-1.6	-5	-3
Cc1ccc(-c2nnc(NC(=O)c3ccco3)s2)cc1
  -0.2	-3	2	i	-10	11	2	-0.6	-3	1
O=S(=O)(/N=C(/Nc1cc(N2CCOCC2)ncn1)c1ccc(F)cc1)c1ccccc1
  -0.3&0.5	0&0	13&11	i	3&2	15&-5	-5&4	-1.5&-2.4	2&0	0&0
COCCNc1ncnc2c1ncn2[C@H]1CN(CCN2CCOCC2)C[C@@H](CO)O1
  -0.2	0	2	i	3	8	3	0.2	x	-2
Cc1ccc(N(C)S(=O)(=O)c2cc3c(cc2C)NC(=O)CO3)cc1
  -0.1	-3	-7	i	1	5	-2	-0.1	-9	-5
COc1cc(Br)c(CC(=O)NC2CC2)cc1OC
  0.3	2	9	i	-2	7	3	0.0	-5	0
COCCNc1nc(C)cc(-c2cc(C(=O)NCc3ccccc3)on2)n1
  -0.3	10	1	i	2	1	-3	-1.5	0	0
Cc1cc(Br)ccc1OCCCCN1CCC(C)CC1
  1.9	-1	11	i	-4	19	-1	-0.5	1	2
COc1ccc(NC(=O)Cc2nnc(N)s2)cc1
  -0.2	0	-5	i	3	1	-3	-2.4	-7	0
COC(=O)c1sc(-c2ccc(Cl)cc2)cc1NC(=O)/C=C/C(=O)O
  0.7	0	-107	i	-15	4	7	0.9	-12	3
Cc1cccc(NS(=O)(=O)c2c(C(=O)N3CCOCC3)c(C)n(C)c2C)c1C
  0.6	6	-9	i	3	12	1	-0.6	-9	0
Nc1nc(N)nc(-c2ccc(Cl)c(Cl)c2)n1
  -0.3	-7	0	i	0	24	-5	-0.8	-4	-4
O=C(O)c1ccccc1C(=O)N1CCc2c([nH]c3ccccc23)C1C(F)(F)F (centres undefined)
  0.0	0	-16	i	5	7	-4	-1.9	-10	-1
COc1ccc(-n2nc3c(c2NC(=O)c2ccc(Br)o2)CS(=O)(=O)C3)cc1
  -0.1	-1	0	i	0	-1	1	-0.7	4	0
C[C@@H]1COC(=O)[C@@H](CC(=O)OC(C)(C)C)C/C=C\C[C@@H](CC(=O)N(CCO)Cc2ccccc2)C(=O)N1
  0.5	3	9	i	5	0	0	1.8	-5	2
CCCCn1c(N)c(N(CCC(C)C)C(=O)c2[nH]c(C)c(C(=O)OCC)c2C)c(=O)[nH]c1=O
  -0.5	-1	-4	i	3	14	5	-0.9	1	-1
CS(=O)(=O)Nc1ccc(C(=O)N2CCc3ccccc3C2)cc1
  1.0	-2	-14	i	-2	-12	-2	-1.0	-8	0
CCCCN(Cc1ccccc1)S(=O)(=O)c1cc2c(cc1Br)CC(C)N2C(C)=O (centres undefined)
  -0.4	-9	-3	i	2	14	1	6.5	-13	3
COc1ccc(CNc2cccc(C)n2)c(O)c1
  0.4	-2	1	i	0	19	-4	-0.7	-5	3
CCN(c1ccccc1)S(=O)(=O)c1ccc(Cl)c(NC(=O)CSc2ncn[nH]2)c1
  -0.5	-1	-8	i	1	7	-1	-1.8	-2	1
COc1ccccc1C(=O)C1CCCN(C(=O)c2cnn(C(C)C)c2)C1 (centres undefined)
  0.1	1	10	i	8	-8	-1	-1.0	-5	-1
COc1ccc(N2CCN(C(c3nnnn3C3CCCC3)C(C)C)CC2)cc1 (centres undefined)
  -0.2	0	-4	i	0	-9	1	0.3	-7	1
COc1ccc(NC(=O)c2nc3nccc(C)n3n2)cn1
  -1.6	-3	6	i	4	8	-4	-0.6	-9	-3
CCn1ncc(C(=O)Nc2ccc(S(=O)(=O)N3CCCC3)cc2)c1C
  0.6	2	-1	i	2	5	5	0.3	3	-2
COc1cc2c(cc1OC)CN(C(C)C(=O)N1CCc3ccccc31)CC2 (centres undefined)
  3.1	-4	10	i	-7	-8	2	3.6	-6	1
COc1ccc2c(c1)c1nc3ccccc3nc1n2CC(=O)OC(C)C
  -0.3	10	47	i	-1	4	-7	0.3	-5	-2
CCCC(=O)N(Cc1cc2ccccc2[nH]c1=O)c1ccccc1OC
  -0.3	2	4	i	1	4	2	-2.8	-9	2
NS(=O)(=O)c1ccc(CCNC(=O)CNC(=O)c2ccc(F)cc2)cc1
  -0.4	1	9	i	0	3	1	1.3	6	0
CN(CC(=O)Nc1ccccc1Cl)CC(=O)Nc1sc2c(c1C(N)=O)CCC2
  -0.1	-4	-3	i	5	2	-2	-0.4	-5	1
COc1ccc(NC(=O)CN(C)CCOc2ccc(Cl)cc2)cc1OC
  0.4	-3	4	i	2	29	-6	-0.9	-8	-1
O=C(CSc1ncc(S(=O)(=O)c2ccccc2)c(=O)[nH]1)Nc1ccccc1Cl
  0.4	-1	6	i	-1	-2	-2	-1.2	1	0
COc1ccc(OC)c(NS(=O)(=O)c2ccc(Cl)nc2)c1
  0.2	-5	2	i	2	-2	2	-2.2	-2	-1
O=C(c1ccc2c(c1)OCO2)N1CCNc2ccccc2C1
  -0.2	-1	-4	i	12	-1	2	-1.2	54*	-2
Cc1c(C(=O)N(CCc2ccccc2)Cc2ccccc2)cccc1[N+](=O)[O-]
  -0.7	1	8	i	-32	-13	-2	-4.3	-4	-2
O=C(NCCc1ccccc1F)C1CC(=O)N(c2ccccc2)C1 (centres undefined)
  0.0	-1	7	i	3	8	0	-1.2	-8	-1
Cn1c(SCC#N)nnc1-c1cnccn1
  -0.3	5	8	i	2	6	0	-1.5	-4	-2
Cc1ccc(Nc2cc(Cl)nc(N)n2)c([N+](=O)[O-])c1
  -0.3	6	12	i	-18	13	-1	2.5	12	-1

# Remaining list, next part
# Results follow in this order: TbMetRS inhib	DNMT1 inh	NRP1-CendR mod	Neddyl block	SUMO1-SIM PPI	SKN-1 inh	NadD inh	LMPTP inh	Scp-1 inhibitor	STEP inh
CCNC(=O)NC(=O)C(C)OC(=O)c1ccc(-n2nc(SC)sc2=S)cc1 (centres undefined)
  0.6	-9	2	i	-1	12	-3	2.6	-3	1
CC1CC(C)CN(C(=O)Cn2c(-c3nonc3N)nc3ccccc32)C1 (centres undefined)
  -0.7	-2	-7	i	-1	15	-3	-1.9	-6	2
COc1ccc(C2CC(C(F)(F)F)n3nc(C(=O)NCc4c(C)nn(C)c4C)c(Cl)c3N2)cc1 (centres undefined)
  0.1	-6	-16	i	2	23	-4	-2.2	10	0
COC(=O)C1=C(C)N(c2ccc(C)c(C)c2)/C(=C/c2cccs2)C1=O
  -0.6	-1	-74	i	-9	3	10	1.1	-2	1

# Exported with each value named: part of the list above
> COc1ccc(C2CC(C(F)(F)F)n3nc(C(=O)NCc4c(C)nn(C)c4C)c(Cl)c3N2)cc1 (centres undefined)
  TbMetRS inhib: 0.1	DNMT1 inh: -6	NRP1-CendR mod: -16	Neddyl block: i	SUMO1-SIM PPI: 2	SKN-1 inh: 23	NadD inh: -4	LMPTP inh: -2.2	Scp-1 inhibitor: 10	STEP inh: 0

> COC(=O)C1=C(C)N(c2ccc(C)c(C)c2)/C(=C/c2cccs2)C1=O
  TbMetRS inhib: -0.6	DNMT1 inh: -1	NRP1-CendR mod: -74	Neddyl block: i	SUMO1-SIM PPI: -9	SKN-1 inh: 3	NadD inh: 10	LMPTP inh: 1.1	Scp-1 inhibitor: -2	STEP inh: 1
